Growth percent in the NCI-60 one-dose screen (48 h, 10 µM unless noted): 100 = growth as untreated, 0 = no growth, -100 = all killed.
ACHN: ACHN renal cancer | 81,000 compounds, 4.9% hits
NCI/ADR-RES: NCI/ADR-RES ovarian cells; 81,000 compounds, 4.4% hits; AID 1794790
SN12C: SN12C renal cancer cells; 81,000 compounds, 3.8% hits
CAKI-1: CAKI-1 renal cancer; AID 1794772; 75,000 compounds, 4.7% hits
IGROV1: IGROV1 ovarian cancer. 79,000 compounds, 4.7% hits
TK-10: TK-10 renal cancer cells; AID 1794769; 81,000 compounds, 3.9% hits
UO-31: UO-31 renal cancer; 81,000 compounds, 5.2% hits
786-0: 786-0 renal cancer cells; 81,000 compounds, 5.1% hits; AID 1794775
* hit, by the source's call; & = joins results of further samples. The calls were made as follows: active = growth percent below 10; inactive = the rest.

Cc1ccc([N+](=O)[O-])cc1S(=O)(=O)O was read as ACHN 104&113, NCI/ADR-RES 112&102, SN12C 101&105, CAKI-1 106&98, IGROV1 105&98, TK-10 95&89, UO-31 73&81 and 786-0 113&104.
`OCc1[nH]nc2cc(Nc3ncc4ccc(Br)c(OC5CCC(O)CC5)c4n3)ccc12` (configuration not stated) gave ACHN 0.4*, NCI/ADR-RES -3.0*, SN12C 1.9*, CAKI-1 -17*, IGROV1 -12*, TK-10 -90*, UO-31 -27* and 786-0 -26*.
For COc1ccc(S(=O)(=O)/N=c2\c3ccccc3cnn2C2=NCCN2S(=O)(=O)c2ccc(OC)cc2)cc1 the results were ACHN 106, NCI/ADR-RES 99, SN12C 99, CAKI-1 96, IGROV1 102, TK-10 104, UO-31 83 and 786-0 104.
`NS(=O)(=O)c1ccc(NC(=O)N2CCN(c3ccccn3)CC2)cc1` gave ACHN 101, NCI/ADR-RES 117, SN12C 102, CAKI-1 93, IGROV1 109, TK-10 110, UO-31 85 and 786-0 110.
`CCOC(=O)c1ccc(NC(=O)Nc2cnn(-c3ccc(S(N)(=O)=O)cc3)c2-c2ccc(OC)cc2)cc1` gave ACHN 107, NCI/ADR-RES 103, SN12C 93, IGROV1 98, TK-10 87, UO-31 78 and 786-0 101.
`O=C(Nc1ccc(NC(=O)c2cc(S(=O)(=O)Nc3ccc(C(F)(F)F)cc3)c(O)c(O)c2O)cc1)c1cc(S(=O)(=O)Nc2ccc(C(F)(F)F)cc2)c(O)c(O)c1O` gave ACHN 109, NCI/ADR-RES 103, SN12C 95, IGROV1 105, TK-10 105, UO-31 82 and 786-0 103.
For Nc1nonc1-c1nc2ccccc2n1CCO the results were ACHN 95, NCI/ADR-RES 99, SN12C 99, CAKI-1 90, IGROV1 104, TK-10 106, UO-31 79 and 786-0 102.
For CC1=C(C(=O)c2cnccn2)C(c2ccc(Cl)cc2)NC(=O)N1 (configuration not stated) the results were ACHN 97, NCI/ADR-RES 98, SN12C 101, CAKI-1 95, IGROV1 101, TK-10 145, UO-31 79 and 786-0 100.
CCCC(C)OC(=O)c1cccc([N+](=O)[O-])c1 (configuration not stated) was read as ACHN 104, NCI/ADR-RES 117, SN12C 108, CAKI-1 114, IGROV1 104, TK-10 109, UO-31 90 and 786-0 111.
Screening CCN(CC)c1cccc(S(=O)(=O)O)c1 returned ACHN 114, NCI/ADR-RES 113, SN12C 114, CAKI-1 107, IGROV1 99, TK-10 132, UO-31 71 and 786-0 100.
For O=C(O)c1ccc2nc(-c3cc4ccccc4[nH]c3=O)[nH]c2c1 the results were ACHN 99, NCI/ADR-RES 114, SN12C 105, IGROV1 85, TK-10 106, UO-31 86 and 786-0 102.
Screening COc1ccc2[nH]c3c(=O)[nH]ncc3c2c1 returned ACHN 98, NCI/ADR-RES 99, SN12C 106, CAKI-1 86, IGROV1 103, TK-10 101, UO-31 85 and 786-0 97.
C1=C(c2ccccc2)CCCC1 was read as ACHN 106, NCI/ADR-RES 98, SN12C 104, CAKI-1 88, IGROV1 105, TK-10 98, UO-31 90 and 786-0 90.
`O=Cc1cc(Br)ccc1O` gave ACHN 111, NCI/ADR-RES 104, SN12C 106, CAKI-1 110, IGROV1 106, TK-10 111, UO-31 77 and 786-0 117.
For O=C(Nc1nonc1-c1nc2ccccc2n1Cc1ccncc1)c1ccncc1 the results were ACHN 102, NCI/ADR-RES 98, SN12C 95, CAKI-1 97, IGROV1 104, TK-10 99, UO-31 70 and 786-0 89.

The final seven entries of the section before open the next one:
CCCC(C)OC(=O)c1cccc([N+](=O)[O-])c1 (configuration not stated) was read as ACHN 104, NCI/ADR-RES 117, SN12C 108, CAKI-1 114, IGROV1 104, TK-10 109, UO-31 90 and 786-0 111.
Screening CCN(CC)c1cccc(S(=O)(=O)O)c1 returned ACHN 114, NCI/ADR-RES 113, SN12C 114, CAKI-1 107, IGROV1 99, TK-10 132, UO-31 71 and 786-0 100.
For O=C(O)c1ccc2nc(-c3cc4ccccc4[nH]c3=O)[nH]c2c1 the results were ACHN 99, NCI/ADR-RES 114, SN12C 105, IGROV1 85, TK-10 106, UO-31 86 and 786-0 102.
Screening COc1ccc2[nH]c3c(=O)[nH]ncc3c2c1 returned ACHN 98, NCI/ADR-RES 99, SN12C 106, CAKI-1 86, IGROV1 103, TK-10 101, UO-31 85 and 786-0 97.
C1=C(c2ccccc2)CCCC1 was read as ACHN 106, NCI/ADR-RES 98, SN12C 104, CAKI-1 88, IGROV1 105, TK-10 98, UO-31 90 and 786-0 90.
`O=Cc1cc(Br)ccc1O` gave ACHN 111, NCI/ADR-RES 104, SN12C 106, CAKI-1 110, IGROV1 106, TK-10 111, UO-31 77 and 786-0 117.
For O=C(Nc1nonc1-c1nc2ccccc2n1Cc1ccncc1)c1ccncc1 the results were ACHN 102, NCI/ADR-RES 98, SN12C 95, CAKI-1 97, IGROV1 104, TK-10 99, UO-31 70 and 786-0 89.
CCOC(=O)NC1=NCC(C)S1 (configuration not stated) was read as ACHN 109, NCI/ADR-RES 73, SN12C 107, CAKI-1 94, IGROV1 118, TK-10 131, UO-31 95 and 786-0 89.
For COc1ccc2c(c1)N=C(C(=O)O)/C2=C/c1sc(Nc2ccc(O)cc2)nc1O the results were ACHN 82, NCI/ADR-RES 93, SN12C 81, CAKI-1 92, IGROV1 75, TK-10 99, UO-31 49 and 786-0 79.
COc1ccccc1NC(=S)N(C)C was read as ACHN 102, NCI/ADR-RES 111, SN12C 98, CAKI-1 104, IGROV1 115, TK-10 111, UO-31 99 and 786-0 110.
Screening N#Cc1nn(-c2cc(=O)[nH]c3ccccc23)c(N)c1C#N returned ACHN 87, NCI/ADR-RES 103, SN12C 102, CAKI-1 94, IGROV1 75, TK-10 107, UO-31 61 and 786-0 99.
For N#Cc1nc(-c2ccccc2)oc1S(N)(=O)=O the results were ACHN 73, NCI/ADR-RES 83, SN12C 50, CAKI-1 63, IGROV1 49, UO-31 72 and 786-0 51.
For O=C(/C=C/c1ccc(O)cc1)Oc1ccc(/C=C/c2cc(OC(=O)/C=C/c3ccc(O)cc3)cc(OC(=O)/C=C/c3ccc(O)cc3)c2)cc1 the results were NCI/ADR-RES 100, SN12C 106, IGROV1 105, TK-10 95, UO-31 82 and 786-0 98.
For CCCCCCCCCNc1ccc(C(=O)O)cc1C(F)(F)F the results were ACHN 102, NCI/ADR-RES 104, SN12C 102, CAKI-1 89, IGROV1 103, TK-10 96, UO-31 83 and 786-0 102.
For CCOC(=O)Nc1ncccn1 the results were ACHN 96, NCI/ADR-RES 101, SN12C 107, CAKI-1 96, IGROV1 108, TK-10 93, UO-31 101 and 786-0 97.
For NS(=O)(=O)c1ccc(CCNCCC(=O)c2ccccc2)cc1 the results were ACHN 95, NCI/ADR-RES 98, SN12C 95, CAKI-1 92, IGROV1 93, TK-10 111, UO-31 72 and 786-0 103.
Screening Brc1cnc2[nH]cc(-c3csc(-c4ccc5ccccc5c4)n3)c2c1 returned ACHN 102, NCI/ADR-RES 115, SN12C 92, CAKI-1 96, IGROV1 97, TK-10 114, UO-31 90 and 786-0 96.
`CCc1cc2c(cc1Cl)nc1c(=O)[nH]c(=O)nc-1n2CCOCC(C)C` gave ACHN 60, NCI/ADR-RES 74, SN12C 57, CAKI-1 68, IGROV1 59, TK-10 176, UO-31 57 and 786-0 70.
For Cn1c(=O)[nH]c2nc(SCC(=O)c3ccccc3)[nH]c2c1=O the results were ACHN 100, NCI/ADR-RES 101, SN12C 104, CAKI-1 89, IGROV1 108, TK-10 107, UO-31 85 and 786-0 99.
For CN1CCc2cc3c(c4c2[C@@]1(C)[C@@H](O)c1ccccc1-4)OCO3 the results were ACHN 104, NCI/ADR-RES 97, SN12C 101, CAKI-1 91, IGROV1 102, TK-10 87, UO-31 93 and 786-0 91.
Screening COc1ccc2cc(C(=O)c3cn(-c4ccc(Cl)cc4)nc3C(C)=O)ccc2c1 returned ACHN 93, NCI/ADR-RES 72, SN12C 97, CAKI-1 86, IGROV1 75, TK-10 83, UO-31 80 and 786-0 91.
O=C(c1ccccc1O)N1CCOCC1 was read as ACHN 110, NCI/ADR-RES 114, SN12C 106, CAKI-1 112, IGROV1 136, TK-10 107, UO-31 93 and 786-0 100.

3 compounds out of the list, sorted by molar mass, rising.
For N#Cc1nc(-c2ccccc2)oc1S(N)(=O)=O the results were ACHN 73, NCI/ADR-RES 83, SN12C 50, CAKI-1 63, IGROV1 49, UO-31 72 and 786-0 51.
For NS(=O)(=O)c1ccc(CCNCCC(=O)c2ccccc2)cc1 the results were ACHN 95, NCI/ADR-RES 98, SN12C 95, CAKI-1 92, IGROV1 93, TK-10 111, UO-31 72 and 786-0 103.
Screening Brc1cnc2[nH]cc(-c3csc(-c4ccc5ccccc5c4)n3)c2c1 returned ACHN 102, NCI/ADR-RES 115, SN12C 92, CAKI-1 96, IGROV1 97, TK-10 114, UO-31 90 and 786-0 96.

Going on with the list.
Screening CC(O)CNC(=O)C(C)(C)O (configuration not stated) returned ACHN 99, NCI/ADR-RES 107, SN12C 116, CAKI-1 131, IGROV1 108, TK-10 124, UO-31 90 and 786-0 108.
Screening COC(=O)CCCNC(=O)C(c1ccc(O)c(O)c1O)N(C(=O)c1cc(O)c(O)c(O)c1)c1ccc(Cl)cc1 (configuration not stated) returned ACHN 93, NCI/ADR-RES 104, SN12C 93, CAKI-1 98, IGROV1 101, TK-10 120, UO-31 81 and 786-0 98.
`CS(=O)(=O)c1ccncc1` gave ACHN 92, NCI/ADR-RES 94, SN12C 98, CAKI-1 73, IGROV1 85, TK-10 110, UO-31 97 and 786-0 99.
Screening C=C(CC(=O)OCC(CC)CCCC)C(=O)OCC(CC)CCCC (configuration not stated) returned ACHN 100, NCI/ADR-RES 110, SN12C 100, CAKI-1 93, IGROV1 98, TK-10 100, UO-31 88 and 786-0 99.
Screening Cc1c(N=O)c(-c2ccccc2)n(O)[n+]1[O-] returned ACHN 103, NCI/ADR-RES 93, SN12C 103, CAKI-1 93, IGROV1 106, TK-10 119, UO-31 84 and 786-0 102.
For COCCOc1cc2ncnc(N3CCN(c4ncc(S(=O)(=O)N5CCCCC5)cn4)CC3)c2cc1OCCOC the results were ACHN 115, NCI/ADR-RES 98, SN12C 104, CAKI-1 101, IGROV1 99, TK-10 106, UO-31 78 and 786-0 108.
Screening CCOC(=O)/C(=C(\C)N)C1CC(=O)NC1=O (configuration not stated) returned ACHN 94, NCI/ADR-RES 93, SN12C 96, CAKI-1 98, IGROV1 118, TK-10 118, UO-31 88 and 786-0 101.
For CN(C)CCOC(=O)COc1ccc(Cl)cc1 the results were NCI/ADR-RES 99, CAKI-1 83, IGROV1 108, TK-10 124, UO-31 85 and 786-0 104.
`Cc1ccccc1NC(=O)Nc1nc2ccc([N+](=O)[O-])cc2s1` gave ACHN 3.8*, NCI/ADR-RES 6.2*, SN12C 6.8*, CAKI-1 -19*, IGROV1 23, TK-10 12, UO-31 9.0* and 786-0 13.
Screening COc1ccc(-c2n[nH]nc2-c2cc3ccccc3s2)cc1O returned ACHN 44, NCI/ADR-RES 14, SN12C 32, CAKI-1 39, IGROV1 49, TK-10 57, UO-31 40 and 786-0 34.
`O=C(O)CCSC(=S)Nc1ccccc1` gave ACHN 92, NCI/ADR-RES 94, SN12C 98, CAKI-1 81, IGROV1 96, UO-31 74 and 786-0 96.
`Nc1ccc(S(=O)(=O)NCCN(CCNS(=O)(=O)c2ccc(N)cc2)S(=O)(=O)c2ccc(N)cc2)cc1` gave ACHN 93, NCI/ADR-RES 110, SN12C 99, CAKI-1 97, IGROV1 104, TK-10 106, UO-31 76 and 786-0 104.
`N#Cc1cc([N+](=O)[O-])ccc1NC(=O)/C(=N/N)C(C(=O)c1ccc(Cl)c(Cl)c1)C1OC(=O)c2ccccc21` (configuration not stated) gave ACHN 100, NCI/ADR-RES 100, SN12C 100, CAKI-1 98, IGROV1 95, TK-10 138, UO-31 79 and 786-0 97.
`CCOC(=O)C1O[N+]([O-])=C(c2ccc(OC)cc2)C1c1ccc(Cl)cc1` (configuration not stated) gave ACHN 102, NCI/ADR-RES 102, SN12C 101, CAKI-1 90, IGROV1 106, TK-10 102, UO-31 74 and 786-0 105.
